PfGluPho inh: PfG6PD (Plasmodium falciparum) enzyme inhibition | inhibition, % at 20 µM | AID 504690 | 0.78% of 350,000 active | PfGluPho enzyme, NADPH resazurin-diaphorase fluorescence;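 active = inhibition reaching at least a set limit at 20 µM in the primary screen, cut at about 59% in these data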;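 note: 0% = DMSO wells with substrate and 100% = DMSO wells lacking glucose-6-phosphate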
SENP1 inh: blocks the human SENP1 SUMO protease catalytic domain. inhibition, % at 10 µM. recombinant SENP1 catalytic domain, CyPet-SUMO1-YPet FRET cleavage. 0.21% of 360,000 active;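 active = inhibition at least 30% at 10 µM, raw YFP signal under a set limit, fluorescence ratio 0.5 to 1.5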;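 note: 0% = enzyme with DMSO and 100% = no enzyme wells; some results filed as inactive read as strong as hits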
Target sequence (Q9P0U3 419-644 limits assumed): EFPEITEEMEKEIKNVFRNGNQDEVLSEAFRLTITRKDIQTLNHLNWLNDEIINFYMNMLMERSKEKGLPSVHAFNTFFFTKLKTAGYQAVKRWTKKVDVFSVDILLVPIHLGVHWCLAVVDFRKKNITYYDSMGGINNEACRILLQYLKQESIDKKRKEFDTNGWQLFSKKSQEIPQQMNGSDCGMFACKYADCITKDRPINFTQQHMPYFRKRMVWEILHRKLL
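Material: hSENP1 catalytic domain, recombinant; medium: Tris pH 8 with BME, BSA, NP40 and catalase; compound: single concentration of 10 µM compound, 0.5% DMSO final; technique: FRET read of cyan and yellow fluorescence; timing: 50 min enzyme reaction, room temperature, light-protected; reagent: SFCypet-SUMO1-SFYpet substrate at 25 nM; control set: no-enzyme low, enzyme-DMSO high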
GRIN3A LBD mod: NR3A (human) ligand-binding domain modulation; Tm shift relative to glycine control, % at 25 µM; NR3A LBD differential scanning fluorimetry, Tm shift; 0% = protein alone, 100% = glycine-bound protein; 2.5% of 340,000 active;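 active = melting temperature shift of at least 10% of the positive control shift, at one fixed dose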
hIAP act: increases human intestinal alkaline phosphatase activity. purified human IAP, CDP-Star luminescence, 30 min; hits give high values; 1 = vehicle-only enzyme, 0 = enzyme-free background. activation factor at 10 µM. 0.16% of 330,000 active;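 active = activation factor of the enzyme at least 2-fold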; note: the source names both 10 and 20 µM as test concentration; values of inactives mirror those of a sister screen read the other way
SENP6 block: blocks the human protease SENP6 | inhibition, % at 10 µM | Q9GZR1 | Recombinant SENP6 catalytic domain, aminoluciferin luminescence | 1.8% of 330,000 active;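 active = inhibition above about 50% at the single tested dose, limit read from the data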;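 note: plate controls were DMSO wells with enzyme for no effect and DMSO wells lacking enzyme for full effect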
Target sequence (Q9GZR1 628-1112 limits assumed): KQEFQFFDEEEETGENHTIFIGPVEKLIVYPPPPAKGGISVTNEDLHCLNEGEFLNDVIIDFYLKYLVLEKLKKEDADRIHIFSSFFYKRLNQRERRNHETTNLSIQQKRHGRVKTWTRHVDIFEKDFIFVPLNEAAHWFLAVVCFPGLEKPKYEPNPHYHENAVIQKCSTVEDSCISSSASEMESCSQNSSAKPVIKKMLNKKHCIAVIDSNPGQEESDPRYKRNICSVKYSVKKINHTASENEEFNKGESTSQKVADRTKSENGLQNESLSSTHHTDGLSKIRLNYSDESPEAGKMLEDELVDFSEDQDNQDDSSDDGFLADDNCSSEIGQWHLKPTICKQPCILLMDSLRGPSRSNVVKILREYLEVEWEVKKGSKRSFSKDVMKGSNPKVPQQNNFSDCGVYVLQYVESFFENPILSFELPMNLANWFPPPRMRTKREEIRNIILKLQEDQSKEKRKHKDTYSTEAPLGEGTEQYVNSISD
ATG4B inh: ATG4B (human) cysteine protease inhibition. Q9Y4P1. ATG4B cleavage of LC3-PLA2, NBD-HPC fluorescence, 1 h. inhibition, % at 8.33 µM. 0.51% of 340,000 active. AID 504462; in the data active = inhibition above about 40%
SENP8 inh: blocks human SENP8 cleavage of Nedd8 substrate. Q96LD8. recombinant SENP8, Nedd8 substrate fluorescence. inhibition, % at 20 µM. 0.64% of 360,000 active; in the data active = inhibition mostly above about 40%, no sharp cut-off; inactive = mostly below about 27%
Target sequence (Q96LD8 whole entry, looked up): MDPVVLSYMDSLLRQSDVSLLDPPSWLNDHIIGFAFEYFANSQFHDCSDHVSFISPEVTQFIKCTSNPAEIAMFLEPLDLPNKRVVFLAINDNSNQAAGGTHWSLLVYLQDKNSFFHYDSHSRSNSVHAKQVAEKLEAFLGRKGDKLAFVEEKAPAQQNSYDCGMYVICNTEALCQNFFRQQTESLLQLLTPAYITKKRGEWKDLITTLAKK
MPTP inh: inhibitors of mitochondrial permeability transition pore; isolated mouse mitochondria, Ca2+ swelling absorbance, 30 min; AID 602449; 1.4% of 360,000 active; inhibition, % at 10 µM;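 active = inhibition of 50% or more, scaled per plate between neutral and stimulator controls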;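 note: 0% = DMSO wells given calcium and 100% = 1 mM EGTA wells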
* marks the source's active call; other numbers are inactive results; i = inactive; / = no result given.

nr	mol	PfGluPho inh	SENP1 inh	GRIN3A LBD mod	hIAP act	SENP6 block	ATG4B inh	SENP8 inh	MPTP inh
1	O=S1(=O)[C@H]2C[C@@H]3C=C[C@]2(CN1Cc1ccc(C(F)(F)F)cc1)O3	11	2	-1	0.89	-5	0	5	1.1
2	O=C(c1ccco1)N1CCN(c2ncnc3c2[nH]c2ccc(Br)cc23)CC1	35	-2	-4	/	/	-1	-292	25
3	OC(CN1C2=NCCCN2c2ccccc21)c1ccc(Cl)cc1 (stereo not given)	1	-1	-1	0.88	-12	-8	14	0.8
4	Cc1cc(C)nc(SCc2nnc(SCC(=O)Nc3nc(-c4ccccc4)cs3)n2-c2ccccc2)n1	13	2	-14	1	1	-12	9	-2.4
5	COc1ccccc1-n1cnnc1SCC(=O)N1CCN(C(=O)c2ccco2)CC1	7	2	-1	0.95	7	-6	5	0.0
6	C=CCn1c(SCC(=O)c2cc(C)n(C)c2C)nnc1-c1ccncc1	21	-8	-3	1	2	-1	2	4.5
7	Cc1ccsc1/C=C1\CCC(C2CCCC2)C1=O (stereo not given)	-5	-1	-1	0.86	97*	18	14	4.6
8	Cc1nnnn1/C(=C\c1ccccc1)C(=O)OCC(=O)Nc1ccc(Cl)cc1F	7	1	2	0.95	-14	-4	2	-1.8
9	COc1cccc(-n2cc3c(c2-c2ccccc2)c(=O)n(C)c(=O)n3C)c1	7	-1	-2	1.2	4	-2	-496	-1.6
10	CC(C(=O)N1CCOCC1)c1ccccc1 (stereo not given)	-1	3	-1	1.1	-18	5	16	-0.4
11	O=c1ccc(-c2ccc(S(=O)(=O)Nc3cccc([N+](=O)[O-])c3)s2)n[nH]1	-38	4	-4	1.1	-11	1	12	-2.1
12	Cc1cc(NCCCN2CCOCC2)n2ncc(-c3ccccc3)c2n1	15	0	3	1.1	-19	-7	-434	-2.9
13	COc1ccc(-c2cc(Nc3ccccc3NC(=O)C(F)(F)F)n(CCC#N)n2)cc1	-9	5	-13	0.96	-3	-7	0	3.3
14	COc1ccccc1N1CCN(C2CCCN(C(=O)CCc3cnn(C)c3)C2)CC1 (stereo not given)	0	1	-2	1.1	-1	33	5	-0.6
15	Cc1cc(C)nc(SC2CCCCC2NS(=O)(=O)c2ccc(Cl)cc2)n1 (stereo not given)	10	1	-3	1.1	0	-13	14	0.3
16	Cc1nc2c(oc3ccccc32)c(=O)o1	-10	-9	-1	0.89	4	4	-31	0.3
17	COc1cc(NS(=O)(=O)c2ccc(C)cc2)c2c(c1N)C(=O)c1ccccc1C2=O	4	18	/	/	/	/	41*	10
18	COc1ccc(CC2(CO)CCN(C/C=C/c3ccccc3OC)CC2)cc1	-11	0	0	1.1	0	0	20	1.4
19	C[C@@H]1CN([C@H](C)CO)C(=O)CCCn2nncc2CO[C@H]1CN(C)Cc1ccc(Cl)c(Cl)c1	4	1	/	/	/	/	7	0.1
20	COc1ccc(NC(=O)c2cc(-c3ccco3)nc3ccccc23)cn1	9	-3	-3	1.1	2	4	-412	-0.9
21	CSc1ncc(CN2CCC(C(=O)Nc3cccc(-c4cscn4)c3)CC2)cn1	2	-1	-2	1	-13	-5	-2	-0.1
22	CCC(C)[C@H](NC(=O)NCc1ccccn1)C(=O)OC (stereo not given in full)	0	3	2	0.84	-9	2	9	-0.5
23	COc1cccc(CNC(=O)c2cccc(NC(=O)C3=C(C)OCCS3)c2)c1	2	-6	0	0.89	0	4	20	-1.5
24	CSCCC(NS(=O)(=O)c1ccc(Cl)cc1)C(=O)OCC(=O)N1CCCc2ccccc21 (stereo not given)	10	3	-22	/	/	4	7	12
25	CCC(C(=O)NCCCN1CCOCC1)n1c2ccccc2c2nc(=O)cc(C)n21 (stereo not given)	-1	0	-4	0.83	3	-4	-21	-1.8
26	COc1ccc(-c2ccc(C(C)=O)cc2)cc1[C@H]1[C@@H]2C=CCC[C@@]2(C)C(=O)N1Cc1ccccc1	-5	2	-2	0.8	-21	0	i	-1.5
27	O=C(Cn1cccc1C(=O)c1ccccc1)NCCCc1ccccc1	-13	1	0	1.1	-1	18	1	-0.5
28	N#CC1=C(N)Oc2n[nH]c(-c3cccnc3)c2C1c1ccc([N+](=O)[O-])o1 (stereo not given)	52	-2	-4	0.99	8	-2	18	-0.8
29	COc1cc(C)cc2c1OC(c1ccccc1)CC2=O (stereo not given)	2	0	2	/	/	-3	-487	1.4
30	COc1cc(/C=N/NC(=S)NC2CC3CC2C2C=CCC32)ccc1O (stereo not given)	14	-1	5	1	-11	-15	-31	10
31	Cc1ccc(Cl)c(NC(=O)CSc2n[nH]c(=O)n2C2CC2)c1Cl	17	1	1	1.1	13	4	0	-1.8
32	O=C(NC1c2ccccc2-c2ccccc21)c1ccccc1	-6	1	0	1.2	-6	8	-2	1.5
33	N#C/C(=C\c1ccco1)Sc1nc2ccccc2s1	1	-5	1	0.86	-12	5	8	3.3
34	Cc1ccccc1OCC(O)CN1CCN(C)CC1 (stereo not given)	-12	-1	1	0.91	2	-1	15	1.1
35	Cc1cc(C)c[n+](-c2nc3ccccc3nc2[N-]S(=O)(=O)c2ccc(Cl)cc2)c1	5	-55	7	0.95	-3	-3	6	2.3
36	O=C(Cn1nc(-c2cccc(Cl)c2)ccc1=O)Nc1cccnc1	-2	0	0	0.95	-4	-1	10	-1.6
37	O=C(COC(=O)CN1CCSC1=O)Nc1ccc(F)cc1Cl	-4	2	1	1	-2	4	25	0.3
38	CCOC(=O)N1CCN(S(=O)(=O)c2ccc(C(=O)Nc3sc4c(c3C(N)=O)CCN(CC)C4)cc2)CC1	-1	-50	0	1.2	-26	7	-72	-1.4
39	COC(=O)CCC(=O)N1CN2CN(C(=O)CCC(=O)OC)CC([N+](=O)[O-])(C2)C1	5	-3	-2	1	95*	-6	19	-2.8
40	O=C1CCc2cc(S(=O)(=O)Nc3ccccc3)cc3c2N1CC3	6	2	0	1.1	-4	0	-1	-1.4
41	COCCn1c(SCC(=O)N2CCCc3ccccc32)nnc1-c1ccoc1C	3	-5	-3	0.96	-12	-3	22	-1.2
42	Fc1ccccc1CSc1nnc(Cn2cnc3ccccc32)n1-c1ccccc1	-13	1	-18	1.1	-9	-6	6	1.0
43	O=C(NC1CCCCC1)c1c2c(nc3ccccc13)CCC2	-14	-3	0	0.98	-15	-1	6	-0.6
44	COc1ccc(S(=O)(=O)Nc2ccccc2N2CCOCC2)cc1[N+](=O)[O-]	6	0	-1	0.88	-1	-4	10	0.9
45	CC(=O)CCc1c(C)c2cc(C)ccc2[nH]c1=O	17	-3	0	0.93	-15	-7	-88	-1.2
46	Cc1ccc(C)c(-c2cc(C(=O)Nc3cccnc3)c3ccccc3n2)c1	14	0	11*	1.1	-1	-7	6	0.4
47	CCN(CC)CCNC(=O)Cn1nc(-c2ccccc2)c2ccccc2c1=O	6	1	0	1.3	-31	-4	24	0.0
48	O=C(c1ccco1)N1CCC(N2CCN(c3ccccc3)CC2)CC1	-5	0	0	0.93	-16	9	15	-0.6
49	CCc1cc(C(=O)OC)c(NC(=O)CSc2nccn2C)s1	-1	-7	7	1.1	-2	-2	-3	0.2
50	CC(NC(=O)c1ccc(Cl)c(S(=O)(=O)N2CCCCCC2)c1)c1cccnc1 (stereo not given)	-5	2	2	1.1	-9	0	1	-0.3
51	NC(=O)NN=C1CC2CC1C1C=CCC21 (stereo not given)	-18	3	-3	/	/	7	10	-0.2
52	O=C(Nc1ccc2c(c1)OCCO2)c1cccs1	4	0	20*	0.98	76*	-2	28	1.2
53	O=C(OCc1ccccc1)/C(=C/c1cccc2ccccc12)NC(=O)c1ccccc1	-5	0	-1	0.91	6	-14	16	1.4
54	Cc1cc(Cl)ccc1C(=O)C1CCCN(C(=O)c2cnn(C(C)C)c2)C1 (stereo not given)	9	1	-2	0.92	-2	-5	12	-2.8
55	Cc1ccc(C(=O)CCC(=O)N2CCN(C(=O)c3ccco3)CC2)cc1	5	2	1	1.3	-18	0	3	-0.2
56	CC(=O)c1c(C)[nH]c(C(=O)OCC(=O)NCC(C)C)c1C	8	-1	4	1.1	4	-6	23	0.0
57	CC(C)(C)n1nc2c(c1NC(=O)COc1ccc3ccccc3c1)CS(=O)(=O)C2	4	2	0	1.2	11	-7	3	-1.4
58	CC(=O)Nc1ccc(S(=O)(=O)N2CCSC2c2ccc(C)cc2)cc1 (stereo not given)	-12	-2	-8	1	-2	-13	19	-2.6
59	COc1ccc(CCNC(=O)CNS(=O)(=O)c2cccs2)cc1OC	3	2	0	0.89	-22	-6	12	-0.4
60	CS(=O)(=O)c1cccc(C(=O)Nc2ccc3c(c2)OCCCO3)c1	-9	-2	-2	1.1	-10	-3	3	0.6

Next structures.
nr	mol	PfGluPho inh	SENP1 inh	GRIN3A LBD mod	hIAP act	SENP6 block	ATG4B inh	SENP8 inh	MPTP inh
61	CN(C)c1ccccc1C(=O)N1CCCC(Nc2ccc(F)cc2)C1 (stereo not given)	-5	1	-1	0.97	-4	1	-1	1.6
62	Cc1cccc(NC(=O)CNC(=O)Cc2ccc(S(=O)(=O)N3CCOCC3)s2)c1C	-2	-7	1	0.94	-2	3	-11	0.0
63	Cc1[nH]c2ccc(OC(F)(F)F)cc2c1CCN1C(=O)c2ccc(C(=O)O)cc2C1=O	-21	-5	-10	1.1	16	-3	26	1.1
64	COc1cc(C(CCN2CCOCC2)c2c(OC)cc(OC)c3c2OC(=O)CC3c2ccc(N(C)C)cc2)cc(OC)c1OC (stereo not given)	-8	-1	-1	1	-10	-4	5	1.3
65	COc1ccc(-c2csc(NC(CO)c3nc4ccccc4n3CCCO)n2)cc1 (stereo not given)	3	1	-1	0.93	2	-9	-11	-0.7
66	O=C(CN1C(=O)c2ccccc2S1(=O)=O)NCc1ccccn1	8	1	0	0.88	-9	5	16	-0.9
67	COc1ccccc1Nc1nnc(SCc2nnc(-c3cc(OC)c(OC)c(OC)c3)o2)s1	32	0	0	0.93	-5	-20	-47	0.0
68	O=C(NC1CCOCC1)C1CCC(=O)N(Cc2cccc(C(F)(F)F)c2)C1 (stereo not given)	-3	1	-1	0.98	1	-12	10	-1.8
69	O=[N+]([O-])c1ccc2c(c1)C(N1CCOCC1)/C(=C/C1(O)CCCCC1)O2 (stereo not given)	-9	2	1	0.89	-16	2	18	-0.9
70	COc1ccccc1N1CCN(C(=O)CNC(=O)c2cn(-c3ccccc3OC)c(=O)c3ccccc23)CC1	-2	-1	-2	1	7	4	-9	-1.9
71	O=C(Nc1ccccc1[N+](=O)[O-])c1nc[nH]c1C(=O)NCCO	27	2	-1	1.1	8	-13	11	-1.2
72	C=CCCN([C@H](CO)Cc1ccccc1)S(=O)(=O)c1ccccc1Br	-11	-11	0	/	/	/	-124	-2.1
73	CC(=O)C[C@H](O)CC(=O)[C@H]1OC(=O)CCCCCc2ccccc21	3	2	1	0.96	-9	/	7	-0.6
74	CC(=O)Nc1cccc(C(=O)Nc2nc(C)cs2)c1	-9	-1	-1	1.1	-11	5	4	3.7

Retrieved by structure from the list above (2):
nr	mol	PfGluPho inh	SENP1 inh	GRIN3A LBD mod	hIAP act	SENP6 block	ATG4B inh	SENP8 inh	MPTP inh
74	CC(=O)Nc1cccc(C(=O)Nc2nc(C)cs2)c1	-9	-1	-1	1.1	-11	5	4	3.7
66	O=C(CN1C(=O)c2ccccc2S1(=O)=O)NCc1ccccn1	8	1	0	0.88	-9	5	16	-0.9

4 entries already listed, ordered by heavy-atom count, high to low.
nr	mol	PfGluPho inh	SENP1 inh	GRIN3A LBD mod	hIAP act	SENP6 block	ATG4B inh	SENP8 inh	MPTP inh
65	COc1ccc(-c2csc(NC(CO)c3nc4ccccc4n3CCCO)n2)cc1 (stereo not given)	3	1	-1	0.93	2	-9	-11	-0.7
68	O=C(NC1CCOCC1)C1CCC(=O)N(Cc2cccc(C(F)(F)F)c2)C1 (stereo not given)	-3	1	-1	0.98	1	-12	10	-1.8
71	O=C(Nc1ccccc1[N+](=O)[O-])c1nc[nH]c1C(=O)NCCO	27	2	-1	1.1	8	-13	11	-1.2
74	CC(=O)Nc1cccc(C(=O)Nc2nc(C)cs2)c1	-9	-1	-1	1.1	-11	5	4	3.7
